From PubChem
CHOP UPR activ = activators of apoptotic CHOP UPR arm, primary screen, cell-based, CHO-CHOP luciferase reporter, luminescence, uHTS | UPR activation; percent of tunicamycin response over DMSO baseline | activation, % at 10 µM | hit rate 0.34% among 330,000;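 active = at 10 µM dose, activation of 40% or more, normalized to positive control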;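 also: 100% = tunicamycin at 10 µg/mL and 0% = DMSO alone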
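System: CHO-CHOP luciferase reporter cell line | Buffer or medium: F12 medium containing 10% fetal bovine serum | Doses: One dose, 10 µM in 0.5% DMSO | Times: 6 h compound exposure at 37 °C after overnight seeding | Signal: Luciferase luminescence | Read-out: % activation vs tunicamycin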
XBP1 UPR activ = activators of adaptive XBP1 UPR arm, primary screen, cell-based, CHO-XBP1 luciferase reporter, luminescence, uHTS; IRE1-XBP1 UPR activation; percent of tunicamycin response, DMSO as zero; activation, % at 20 µM; hit rate 0.33% among 330,000;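 active = versus positive control, 20 µM dose yields 30% or more activation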;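 also: 100% = tunicamycin at 10 µg/mL and 0% = DMSO only wells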
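Material: IRE1-XBP1 luciferase reporter CHO line / Quantity: one thousand reporter cells per well / Buffer or medium: F12 with 10% serum / Compound: 20 µM single concentration, DMSO 1% / Times: 6 h treatment, 37 °C / Detection: Steady-Glo luciferase glow luminescence, 10 min after reagent addition / Benchmarks: tunicamycin high, DMSO low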
tim10-1 inh = growth inhibitors of tim10-1 mutant yeast, primary screen, luminescence, uHTS; S. cerevisiae tim10-1 ts strain growth, BacTiter-Glo, 24 h; hit rate 2.2% among 330,000; inhibition, % at 20 µM;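 active = inhibition of at least 40%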;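 also: mutant grown at 25 °C; 0% = DMSO wells with yeast and 100% = wells holding no yeast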
tim23-1 inh = growth inhibitors of tim23-1 mutant yeast, primary screen, luminescence, uHTS. hit rate 1.3% among 330,000. S. cerevisiae tim23-1 growth, BacTiter-Glo luminescence, 24 h. inhibition, % at 20 µM;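 active = growth inhibition of the mutant yeast at or above 50%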;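 also: temperature-sensitive mutant grown at 25 °C; plate controls were DMSO-treated mutant yeast for no effect and medium wells lacking yeast for full effect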
Jurkat NFkB inh = inhibitors of induced NF-kB luciferase reporter, primary screen, TCR NF-kB activation inhibitor project, cell-based, luminescence, uHTS. Jurkat, PMA/ionomycin-induced NF-kB luciferase reporter. inhibition, % at 4 µM. hit rate 0.53% among 330,000; in the data active = inhibition above about 50%
697 NFkB inh = inhibitors of PMA/ionomycin-induced NF-kB reporter, 697 cells, primary screen, B-cell NF-kB inhibitor project, cell-based, luminescence, uHTS; 697 B-cell NF-kB luciferase reporter, 16 h; inhibition, % at 4 µM; hit rate 0.33% among 330,000; in the data active = inhibition above about 35%
Mdm2 MdmX PPI = inhibitors of human Mdm2-MdmX association, primary screen, cell-based, luminescence, split luciferase, SaOS-2, uHTS. inhibition, % at 8 µM. Protein Mdm4 (Homo sapiens) + E3 ubiquitin-protein ligase Mdm2 (Homo sapiens), …. hit rate 3% among 330,000. SaOS-2 split-luciferase Mdm2/MdmX complementation;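 active = inhibition of at least 50% at 8 µM in the primary screen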
Target sequence (O15151 whole entry, looked up): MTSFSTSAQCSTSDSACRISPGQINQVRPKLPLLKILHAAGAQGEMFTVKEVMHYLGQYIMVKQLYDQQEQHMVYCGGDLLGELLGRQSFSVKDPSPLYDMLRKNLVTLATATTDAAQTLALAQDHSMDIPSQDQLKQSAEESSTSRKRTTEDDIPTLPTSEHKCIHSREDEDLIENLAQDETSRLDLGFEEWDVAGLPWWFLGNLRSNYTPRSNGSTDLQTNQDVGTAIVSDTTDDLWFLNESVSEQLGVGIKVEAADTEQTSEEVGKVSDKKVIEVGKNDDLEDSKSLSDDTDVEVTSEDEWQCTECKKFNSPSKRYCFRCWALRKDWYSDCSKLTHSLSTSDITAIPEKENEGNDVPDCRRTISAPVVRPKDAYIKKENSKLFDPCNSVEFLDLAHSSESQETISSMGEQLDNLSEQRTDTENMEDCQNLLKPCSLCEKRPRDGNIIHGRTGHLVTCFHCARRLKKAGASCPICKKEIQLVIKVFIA
Target sequence (Q00987 whole entry, looked up): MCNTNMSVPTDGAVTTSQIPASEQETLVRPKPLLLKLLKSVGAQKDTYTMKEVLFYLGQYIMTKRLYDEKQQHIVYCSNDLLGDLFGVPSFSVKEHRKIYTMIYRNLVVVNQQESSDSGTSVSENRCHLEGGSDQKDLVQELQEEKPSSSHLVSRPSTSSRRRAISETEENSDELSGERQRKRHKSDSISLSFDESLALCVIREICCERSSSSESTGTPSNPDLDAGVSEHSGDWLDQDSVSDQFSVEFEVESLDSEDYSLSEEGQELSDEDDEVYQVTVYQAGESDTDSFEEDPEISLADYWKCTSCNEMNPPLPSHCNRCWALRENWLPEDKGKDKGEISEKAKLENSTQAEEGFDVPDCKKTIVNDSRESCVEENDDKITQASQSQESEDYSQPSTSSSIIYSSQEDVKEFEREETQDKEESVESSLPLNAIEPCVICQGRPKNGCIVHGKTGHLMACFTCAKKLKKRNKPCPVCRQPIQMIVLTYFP
TIM10 inh = growth inhibitors of isogenic TIM10 control yeast, primary screen, counter-screen for tim10-1 yeast inhibitor project, luminescence, uHTS; hit rate 1.4% among 330,000; S. cerevisiae TIM10 strain growth, BacTiter-Glo luminescence, 24 h; inhibition, % at 10 µM;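 active = inhibition of 40% or more at the single tested concentration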;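 also: wild-type TIM10 isogenic control strain grown at permissive 25 °C; 0% = DMSO yeast wells and 100% = minimal medium wells without yeast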
* = called active by the depositor.

Screens in order – XBP1 UPR activ | tim23-1 inh | Mdm2 MdmX PPI | CHOP UPR activ | TIM10 inh | Jurkat NFkB inh | tim10-1 inh | 697 NFkB inh
- O=C(CCC(=O)N/N=C/c1c[nH]c2ccccc12)NCc1ccccc1
    -1 | 10 | 1 | -3.6 | -25 | -3 | 6 | 7
- Nc1c(NCc2ccccc2F)c(=O)[nH]c(=O)n1Cc1ccccc1
    3 | 16 | -3 | 0.6 | 7 | -5 | 4 | 11
- C/C(=N\NC(=O)Cc1ccc(Cl)cc1)c1cccc(NC(=O)c2cccnc2)c1
    -6 | -4 | 22 | 0.5 | 2 | 1 | 4 | 7
- Cc1ccc(NC(=O)Cc2nc(COC(=O)c3c(F)cccc3Cl)cs2)cc1
    -2 | 27 | 9 | -0.6 | 1 | -4 | -18 | -11
- O=C(O)c1cc2cc(Oc3ccccc3)ccc2[nH]1
    -1 | 15 | 30 | -2.1 | 3 | -1 | 10 | 4
- O=c1cc(CCl)[nH]c2nc3ccccc3n12
    -1 | 3 | 2 | 1.5 | -3 | 8 | -11 | 1
- CN(Cc1ccccc1)C(=C(Cl)Cl)C(=C1NCCN1)[N+](=O)[O-]
    -3 | 0 | -1 | 0.2 | -8 | -15 | -12 | 0
- O=C(CCc1ccccc1)NCCSCc1c(F)cccc1Cl
    -1 | 21 | 8 | -0.1 | 16 | -18 | 24 | -12
- CCCCCCS(=O)Cc1ccccc1 (stereo not drawn)
    0 | 4 | -1 | 0.2 | -9 | -7 | 8 | 14
- COCC(C)n1c(COc2ccccc2F)nnc1SCC(=O)c1c(N)n(C)c(=O)n(C)c1=O (stereo not drawn)
    1 | 4 | -1 | -1.4 | 8 | 5 | 7 | 9
- CC1(C)Cc2c(c(=S)nc(-c3ccccc3)n2CCN2CCOCC2)CO1
    -2 | -5 | 8 | 0.5 | -1 | 9 | 14 | 15
- CCC(C)c1c(O)nc(SCC(=O)c2ccccc2)[nH]c1=O (stereo not drawn)
    -1 | 7 | 8 | -1.6 | 14 | -15 | 7 | 16
- Cc1cccc(/C=N\N=C\c2cccc(C)c2)c1
    0 | 6 | 9 | 9.1 | -3 | -38 | 1 | -40
- Cc1cc(C)n(C(=O)CNC(=O)/C=C/c2ccccc2)n1
    1 | 2 | -17 | -0.8 | 7 | 2 | -5 | 10
- COc1ccc(C(=O)NNC(=O)C(=O)N2CCCCC2)cc1OC
    -4 | -5 | 8 | -0.3 | -5 | -6 | 6 | 3
- CCOc1ccc(Cl)cc1S(=O)(=O)n1nnc2ccccc21
    -1 | 47 | 0 | -0.2 | 51* | 16 | 46* | -6
- CCOc1ccccc1NC(=O)COc1ccc2c(c1)OCO2
    3 | 19 | -1 | 2.4 | 15 | -16 | 14 | -9
- Cc1ccc(NC(=O)COC(=O)Cc2cccs2)c(Br)c1
    -3 | 7 | -22 | -0.2 | 11 | 1 | 6 | 13
- Cc1ccccc1N=C1NN=C(c2ccccc2F)CS1
    2 | 15 | -74 | 0.0 | 6 | -96 | 42* | -141
- CCC(C)N(C(=O)COc1ccccc1C#N)C1CCS(=O)(=O)C1 (stereo not drawn)
    -4 | -9 | 6 | 0.3 | -6 | 2 | -15 | 12

Ordered by molecular weight (low to high): some entries from above.
Screens in order – XBP1 UPR activ | tim23-1 inh | Mdm2 MdmX PPI | CHOP UPR activ | TIM10 inh | Jurkat NFkB inh | tim10-1 inh | 697 NFkB inh
- Cc1cccc(/C=N\N=C\c2cccc(C)c2)c1
    0 | 6 | 9 | 9.1 | -3 | -38 | 1 | -40
- O=C(O)c1cc2cc(Oc3ccccc3)ccc2[nH]1
    -1 | 15 | 30 | -2.1 | 3 | -1 | 10 | 4
- CCC(C)c1c(O)nc(SCC(=O)c2ccccc2)[nH]c1=O (stereo not drawn)
    -1 | 7 | 8 | -1.6 | 14 | -15 | 7 | 16
- C/C(=N\NC(=O)Cc1ccc(Cl)cc1)c1cccc(NC(=O)c2cccnc2)c1
    -6 | -4 | 22 | 0.5 | 2 | 1 | 4 | 7

Taken from above:
Cc1ccccc1N=C1NN=C(c2ccccc2F)CS1 @ tim10-1 inh: 42*
CCCCCCS(=O)Cc1ccccc1 (stereo not drawn) @ CHOP UPR activ: 0.2
O=C(CCc1ccccc1)NCCSCc1c(F)cccc1Cl @ tim10-1 inh: 24
CCOc1ccc(Cl)cc1S(=O)(=O)n1nnc2ccccc21 @ Jurkat NFkB inh: 16

(further entries)
Screens in order – XBP1 UPR activ | tim23-1 inh | Mdm2 MdmX PPI | CHOP UPR activ | TIM10 inh | Jurkat NFkB inh | tim10-1 inh | 697 NFkB inh
- C=CCN1N=C(/C=C/c2ccc(C)cc2)CCC1=O
    1 | 6 | -44 | 5.4 | 11 | -33 | 7 | -30
- CS(=O)(=O)N1CC(C(=O)NC2CC2)Oc2ccc(Cl)cc21 (stereo not drawn)
    -2 | -7 | 8 | -0.3 | 7 | -3 | -1 | 0
- CC(=O)c1ccc(NC(=O)c2cnsn2)cc1
    -2 | 16 | -56 | 4.2 | 8 | -82 | 21 | -49
- COc1ccc(C2SCCN2S(=O)(=O)c2ccc(NC(C)=O)cc2)cc1 (stereo not drawn)
    -4 | 37 | 4 | 2.9 | 32 | 7 | 28 | -29
- O=C(CSC(=S)N1CCOCC1)c1ccccc1
    -7 | 8 | -67 | -2.3 | -11 | -125 | 5 | -175
- CCn1c(=O)c2cc(S(=O)(=O)NCCOc3ccccc3)ccc2n(CC)c1=O
    3 | 12 | 20 | 0.2 | -6 | -4 | 1 | 0
- O=C(O)C1CC(=O)N(c2ccc(OCc3ccc(Br)cc3)cc2)C1 (stereo not drawn)
    -2 | 6 | -16 | 1.5 | -1 | 5 | -1 | 1
- Cn1nnnc1SCc1ccc(C(=O)Nc2ccc(Br)cc2)cc1
    5 | -1 | -68 | 4.0 | -10 | -120 | -9 | -179
- Cc1cc(OCCCCCNCCO)ccc1Cl
    0 | 10 | 5 | 0.1 | 6 | 0 | 17 | 2
- Cn1cc(CN2CCC(C(O)c3cccs3)CC2)c(-c2cccc(Cl)c2)n1 (stereo not drawn)
    2 | 7 | 23 | 0.8 | 17 | 18 | 16 | 7
- COc1ccc(S(=O)(=O)N2CCCCCC2)cc1C(=O)N1CCN(c2ccccc2O)CC1
    -4 | 7 | 22 | 2.5 | -8 | 14 | -13 | 24
- Cc1ccc(S(=O)(=O)c2ccc(Cl)cc2)cc1S(N)(=O)=O
    -6 | 8 | 2 | 1.3 | -10 | 4 | 11 | -7
- C=C(C)c1cccc(C(C)(C)NC(=O)NC2CCCC2)c1
    -3 | 1 | 17 | 2.5 | 13 | 11 | 6 | 18
- O=c1[nH]c(NCc2ccco2)nnc1Cc1ccccc1Cl
    -1 | -3 | 48 | -0.2 | 7 | 45 | 2 | -21
- O=S1(=O)C=C(Sc2nc3cc(Cl)ccc3o2)c2ccccc21
    -5 | 26 | 97* | -8.6 | 19 | 97* | 39 | -185
- O=C(Cn1cnc2c(cnn2-c2ccccc2)c1=O)NCc1ccccc1
    1 | -2 | 11 | 2.4 | -18 | 18 | 9 | -52
- CC(C)(OC(=O)c1ccc(C#N)cc1)c1cc2ccccc2c(=O)o1
    -3 | 16 | 1 | 2.3 | -6 | -7 | 5 | 12
- CCN(CC)C(=O)COc1ccc(Br)cc1Cl
    0 | 6 | 9 | 0.7 | 8 | -5 | 12 | -2
- C=CCNC(=O)CN1CCN(Cc2ccc3c(c2)OCO3)CC1
    -2 | 2 | 18 | -0.6 | -12 | -3 | -17 | -13
- CCOC(=O)C1CCN(C(=O)c2cccc(NS(=O)(=O)c3ccc(Br)cc3)c2)CC1
    -4 | 15 | -16 | -1.4 | 10 | -10 | 2 | -3
- COc1ccc(CCN2CC(C(=O)OCC(=O)N(C)Cc3ccccc3)CC2=O)cc1OC (stereo not drawn)
    0 | 9 | 20 | 0.4 | 1 | -1 | -3 | 14
- CC(C)(C)C(=O)/C=c1\[nH]c(=O)/c(=C\c2ccccc2F)s1
    1 | -1 | 16 | 3.1 | 27 | 10 | 14 | -1
- CCCCOc1ccc(C(=O)Nc2ccc(S(=O)(=O)Nc3cc(C)on3)cc2)cc1OC
    2 | 8 | 16 | -2.5 | -5 | -18 | 16 | -19
- O=C(Nc1nc(-c2ccco2)c(-c2ccco2)s1)c1ccco1
    0 | 70* | 27 | 2.5 | 40* | 11 | 60* | -5
- Cc1nc(N2CCc3ccccc3C2)[nH]c(=O)c1Cc1ccccc1
    -2 | 6 | -5 | -0.8 | -5 | -21 | 1 | -19
- COc1cccc(/C=N/n2cnc3ccccc32)c1OC
    6 | 25 | -82 | 6.2 | 20 | -126 | 35 | -122
- O=C(CN1C(=O)NC2(CCCC2)C1=O)Nc1nc2ccc(F)cc2s1
    4 | 11 | -16 | 2.1 | 0 | -27 | 8 | 0
- COc1ccccc1NC(=S)N1CCN(C(=O)C2CCCO2)CC1 (stereo not drawn)
    0 | 10 | -2 | -0.1 | 3 | 4 | -6 | 4
- COc1cc2cc(CN(Cc3cccs3)C(=S)Nc3ccc(C)cc3)c(=O)[nH]c2cc1OC
    4 | 11 | 6 | 7.4 | 26 | -2 | 22 | -42
- Cc1ccccc1N(C(=O)c1csnn1)C(C(=O)NC(C)(C)C)c1ccncc1 (stereo not drawn)
    -2 | -7 | -10 | 0.6 | 8 | 10 | 6 | 14
- COc1ccc(N(CC(=O)NCc2ccco2)S(=O)(=O)c2c(C)nn(C)c2C)cc1
    -1 | 11 | 2 | -0.9 | -2 | -11 | 16 | 6
- C(=C\c1nc(-c2ccncc2)no1)/c1ccccc1
    4 | 10 | -133 | 3.0 | 25 | -115 | 12 | -110
- CCOC(=O)c1sc(=NC(=O)c2ccccc2)n(C)c1C
    -4 | 54* | -295 | 4.8 | 71* | -148 | 24 | -218
- Cc1cccc(C(C)C)c1NC(=O)C1CCN(S(=O)(=O)c2ccccc2)CC1
    -3 | -3 | 14 | -1.2 | 1 | 13 | -8 | -14
- Cc1cccc(C(=O)NNC(=O)CSc2nnc(C(C)C)n2C)c1
    -1 | -1 | 9 | 0.1 | -14 | -11 | -6 | -2

2 entries from above, as labelled records:
COc1cc2cc(CN(Cc3cccs3)C(=S)Nc3ccc(C)cc3)c(=O)[nH]c2cc1OC
  XBP1 UPR activ = 4
  tim23-1 inh = 11
  Mdm2 MdmX PPI = 6
  CHOP UPR activ = 7.4
  TIM10 inh = 26
  Jurkat NFkB inh = -2
  tim10-1 inh = 22
  697 NFkB inh = -42
COCC(C)n1c(COc2ccccc2F)nnc1SCC(=O)c1c(N)n(C)c(=O)n(C)c1=O (stereo not drawn)
  XBP1 UPR activ = 1
  tim23-1 inh = 4
  Mdm2 MdmX PPI = -1
  CHOP UPR activ = -1.4
  TIM10 inh = 8
  Jurkat NFkB inh = 5
  tim10-1 inh = 7
  697 NFkB inh = 9

Structures listed above marked active in Mdm2 MdmX PPI:
| smiles | XBP1 UPR activ | Mdm2 MdmX PPI | Jurkat NFkB inh | 697 NFkB inh |
| --- | --- | --- | --- | --- |
| O=S1(=O)C=C(Sc2nc3cc(Cl)ccc3o2)c2ccccc21 | -5 | 97* | 97* | -185 |
